Source: PubChem (Broad Institute)
Wnt act: activators of Wnt/beta-catenin signaling; activation, % at 9.35 µM; actives 1.2% (n = 300,000); Wnt/beta-catenin reporter cell assay, activator, plate reader; in the data active = activation above about 30%, passing the limit was not always enough;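 also: 0% = neutral control wells and 100% = positive control wells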
* hit, by the source's call. A portion of the library. The share of hits here may be higher or lower than overall.

Wnt act	canonical_smiles
0	CC(C)(C)OC(=O)N1CC2(CCCCC2)CC1Cc1ccc(C(F)(F)F)cc1 (centres undefined)
-2	O=C(NCCc1ccccc1)c1cccc2c(-c3cccnc3)coc12
-1	COCCNC(=O)C1(C)CCCN(C(=O)c2cc(C)oc2C)C1 (centres undefined)
1	O=C(N=C1c2ccccc2CN1c1ccc(F)c(Cl)c1)c1cccnc1Cl
-2	NNC(=O)CCc1nc2ccccc2[nH]1
-2	C[C@@H]1CN([C@H](C)CO)C(=O)CCCn2cc(nn2)CO[C@H]1CN(C)C(=O)Nc1cccc2ccccc12
3	C=CCOc1ccc(C[C@H](N)C(=O)NC[C@H]2O[C@@H](n3cc(C)c(=O)[nH]c3=O)C[C@@H]2O)cc1
5	C[C@@H]1C=CCCO[C@]12C(=O)N(Cc1ccc(Br)cc1)c1cccc(Br)c12
-2	O=C(Nc1ccccc1Cl)c1cc(C2CCCN(C(=O)CCCc3ccccc3)C2)on1 (centres undefined)
-3	O=C(c1ccc(Cl)c(Cl)c1)N1CCC(=O)N([C@H](COCc2cccc(C(F)(F)F)c2)Cc2ccccc2)CC1
-3	COc1ccc(NC(=O)C2Cc3c(-c4ccco4)ccnc3O2)cc1OC (centres undefined)
0	COc1ccc(-c2cc3nc(C)cc(N4CCN(C(=O)c5ccoc5)CC4)n3n2)cc1
0	CC(C)CN1C(=O)C(=O)N(CC(=O)NCCCc2ccccc2)C1=O
0	NNC(=O)c1oc2nc(-c3ccco3)cc(-c3ccco3)c2c1N
-1	CC(C)NC(=O)C1(C)CN(S(C)(=O)=O)CC(=O)N1CC(F)(F)F (centres undefined)
7	CNC(=O)c1ccc(CN(C)C(=O)c2cc(C3CC3)nc3c2cnn3C(C)C)cc1
2	Cc1c(C(=O)NCCCN2CCOCC2)sc2nc(-c3ccccc3)cn12
-1	CC1(C(=O)Nc2ccc3[nH]ncc3c2)CCN1C(=O)CCc1ccccc1 (centres undefined)
4	C/C(=N\NC(=O)c1cccnc1)c1ccc(-c2ccccc2)cc1
-3	COc1ccc(Nc2nc(NCc3cccs3)nc3ccsc23)cc1OC
-3	Cc1ccc2cccc(CC(=O)NN)c2c1
-2	Cc1cc(=S)c2cccc(C)c2[nH]1
-2	COc1cccc(NC(=O)N(C)C[C@@H]2OCc3cn(nn3)CCCC(=O)N([C@H](C)CO)C[C@H]2C)c1
4	CCc1c(-c2cccc(OC)c2)ncn1CCc1ccccc1OC
-14	COC(=O)C1=C(C)N(C)C(=NCc2cccc(C(F)(F)F)c2)NC1c1ccc(F)cc1 (centres undefined)
0	CC1(C(=O)NS(=O)(=O)c2cccc(Cl)c2)CCN1C(=O)c1ccccc1 (centres undefined)
-4	Cc1cc(F)ccc1C(O)c1ncc(-c2ccccc2)[nH]1 (centres undefined)
-3	COc1cccc(C(C)(O)c2nc(-c3ccccc3OC)cs2)c1 (centres undefined)
-3	Cc1nc2sccn2c(=O)c1S(=O)(=O)NCC1CCN(Cc2ccc(Cl)cc2)CC1
-1	Cc1ccc(S(=O)(=O)n2cccc2C)cc1
-6	COc1ccc(Br)cc1C1=CC(=O)C[C@H](c2ccc(F)cc2)C1
-2	Cc1ccc(C2c3c(-c4ccccc4)n[nH]c3C(=O)N2c2ccccc2)cc1 (centres undefined)
-3	CC1(C(=O)NS(=O)(=O)c2cccc(Cl)c2)CCN1C(=O)CC1CC1 (centres undefined)
-2	COc1ccc(Cl)cc1NC(=O)NNC(=O)C(=O)Nc1ccc(F)cc1
-1	CC1(C(=O)NS(=O)(=O)c2cccc(Cl)c2)CCN1C(=O)Cc1ccsc1 (centres undefined)
1	COc1ccccc1CNC(=O)c1cc(-c2cc(Cl)ccc2C)n[nH]1
0	CCOC(=O)C1=C(C(=O)OCC)C2N(Cc3ccc(C#N)cc3)c3ccccc3[C@@]23C[C@@H](C(=O)OC)N(S(=O)(=O)c2cccs2)C3=N1 (some centres undefined)
3	c1ccc(-c2c[n+]3c(n2-c2ccccc2)SCC3)cc1
3	CCCn1c(N)c(N(CCOC)C(=O)COC(=O)COc2c(C)cc(C)cc2C)c(=O)[nH]c1=O
0	Cn1c(=O)c2c(c3ccccc31)OC(C)(C)C=C2
-1	CC(O)(c1ccc(F)c(F)c1)c1nc(-c2cccc(F)c2)cs1 (centres undefined)
-3	Cc1cc2nc(-c3ccc(Cl)cc3)c(Cc3cccc(Cl)c3)n2c(C)c1Br
0	Cc1ccc(S(=O)(=O)NC(=O)C2(C)CCN2C(=O)C2CCCCC2)cc1 (centres undefined)
-3	CCCCNC(=O)C1(C)CCN1C(=O)c1ccc(F)c(C)c1 (centres undefined)
-1	CC(=O)Nc1ccc(S(=O)(=O)Nc2nc3ccccc3nc2-n2ccc(=NC(=O)c3ccccc3)cc2)cc1
45*	Cc1cc(C)c2c(N)c(C(=O)N/N=C/c3cccs3)sc2n1
-4	CN(C)CCCNc1nc2cc(-c3ccn[nH]3)sc2c(=O)n1C
-1	CCOC(=O)C1=C[C@@H](CC)N(S(=O)(=O)c2ccc(C)cc2)[C@H]1c1cccc(Cl)c1
-8	COC(=O)C1(C(=O)OC)C[C@H](/C=C/c2ccccc2)N(Cc2ccccc2OC)[C@@H]1c1cccc(Br)c1
0	C[C@H]1CN([C@@H](C)CO)C(=O)CCCn2cc(nn2)CO[C@@H]1CN(C)S(=O)(=O)c1ccc(-n2cccn2)cc1
-5	COC(=O)c1ccc2nc(C3CCCCC3)c(Cc3ccccc3C(F)(F)F)n2c1
-3	O=C1NC[C@H](CCCCN2C[C@H](Cc3ccc(O)cc3)N(CCc3ccc(O)cc3)C(=O)C2=O)N(Cc2ccccc2)C1=O
-4	CCCc1c(-c2cccc(F)c2)ncn1CCc1ccccc1OC
0	CCC(=O)N1CCCC1(C)C(=O)NCc1ccc(SC)cc1 (centres undefined)
0	OC(c1ccccc1)(c1nc(-c2ccc3c(c2)OCO3)cs1)C(F)(F)F (centres undefined)
-2	CCC/C(=C1/c2ccccc2C(=O)N1c1ccccc1)c1ccc(C=O)o1
1	CSCCC(C(=O)NC1CCCC1)n1c(-c2ccccn2)nc2ccccc21 (centres undefined)
-4	C[C@H](CO)N1C[C@H](C)[C@@H](CN(C)C(=O)Nc2cccc(F)c2)OCc2cn(nn2)CCCC1=O
-3	O=C1CCC(OCc2ccccc2)CCN1CC[C@@H](Sc1ccccc1)c1ccccc1 (some centres undefined)
-1	COc1cc(NC(=O)[C@H]2O[C@@H](n3cnc4c(N)ncnc43)[C@H](O)[C@@H]2O)cc(OC)c1OC

New compounds follow.
Wnt act	canonical_smiles
-9	Cc1cc2nc(-c3cccc(Cl)c3)c(CC(C)(C)C)n2c(C)c1Br
0	COCc1cccc(-c2csc(C(NC(C)=O)c3ccccc3)n2)c1 (centres undefined)
-4	Cc1ccc(S(=O)(=O)N2CC3(O)CN(C(=O)OC(C)C)N(C(=O)OC(C)C)CC3(OC(=O)NC3CCCC3)C2)cc1 (centres undefined)
0	COc1ccc(NC(=O)C[C@H]2C(=O)N(c3ccc(OC)cc3)C[C@@H]2c2ccc(Br)cc2)cc1
-1	CCOC(=O)[C@]12CCCC=C1N(Cc1ccc3c(c1)OCO3)C(=O)[C@H](CC(=O)N1CCCCC1)C2
2	OC(c1ccc(F)cc1)c1ncc(-c2ccc3ccccc3c2)[nH]1 (centres undefined)
-3	CCCCC1(CC)COC(c2ccccc2)OC1 (centres undefined)
1	CCc1nc2ccc(C(=O)NCc3ccc4c(c3)OCO4)cn2c1N(CC)CCOC
5	CN(C)Cc1ccccc1
-2	Cc1cc(C)c2c(=O)n3c(nc2c1)C(C)NC(=O)c1cccnc1-3 (centres undefined)
-1	COc1ccc(C(O)c2ncc(-c3ccccc3Cl)[nH]2)cc1F (centres undefined)
-2	CC[C@@H]1CC2=C(C(=O)OC(C)(C)O2)[C@H](c2ccc(Cl)cc2)O1
-5	Cn1c(NCc2ccccc2F)nc2cc(-c3ccsc3)sc2c1=O
-1	CC1(c2nnnn2-c2ccc3c(c2)OCCO3)CCC(=O)N1Cc1ccc(F)cc1 (centres undefined)
0	NC(Cc1ccc(F)cc1)c1csc(Nc2ccc(C(F)(F)F)cn2)n1 (centres undefined)
-5	COC(=O)C1=C(C)N(C)C(=NCc2cc(OC)c(OC)c(OC)c2)NC1c1ccc(C(F)(F)F)cc1 (centres undefined)
-3	CC(O)(c1cccc(F)c1)c1nc(-c2ccc3ccccc3c2)cs1 (centres undefined)
-4	CC(=O)OC1C(OC(C)=O)C2C(C)CC3OC(=O)C(C)C3CC2(C)C1OC(C)=O (centres undefined)
-1	Clc1ccc(-c2csc(NCC3CCCO3)n2)cc1 (centres undefined)
-6	CCc1nc2c(OCc3ccc(C(F)(F)F)cc3)cccn2c1N(C=O)Cc1ccc(OC)cc1
-4	Cc1cc(N2CCN(C(=O)Oc3ccc([N+](=O)[O-])cc3)CC2)c2ccccc2n1
11	CCc1nc2c(OCc3ccc4c(c3)OCO4)cccn2c1N(C=O)Cc1ccc(OC)cc1
-2	O=C1NC[C@H](CCCCN2CCN(Cc3ccccc3)C(=O)C2=O)N(CC2CCCCC2)C1=O
-2	COCCN(Cc1ccc(C)cc1)C(=O)[C@@H](Cc1ccccc1)NC(=O)[C@H]1O[C@@H](n2ccc(=O)[nH]c2=O)[C@H](O)[C@@H]1O
7	COC1OC(c2ccccc2)=C(c2ccc(C(N)=O)cc2)c2ccc(F)cc21 (centres undefined)
-1	CCOC(=O)C1CCN(C(=O)c2ccc3c(=O)n4nc(Nc5ccccc5OC)sc4nc3c2)CC1
-3	COc1ccc(-c2nc3cc(C)c(Br)c(C)n3c2CC2CCCCC2)cc1OC
-1	CCCc1nc2c(C)cc(Br)cn2c1Cc1ccsc1
7	COc1ccc(CNC(=O)Cn2ncn3cccc3c2=O)cc1
6	COc1ccc(CN2C(=O)CCC2(C)c2nnnn2Cc2ccccc2)cc1 (centres undefined)
-4	CCCCN1C(=O)C(CC(=O)NCc2cccc3ccccc23)CC(C(=O)N(CC)CC)=C1C (centres undefined)
2	Cc1cccc(NC(=O)COC(=O)CN2C(=O)C3CCCCC3C2=O)c1C (centres undefined)
-1	Cc1[nH]c2ccccc2c1C(=O)CSc1nc2ccccc2c(=O)n1-c1ccccc1F
-2	COc1ccc2c(c1)c1c(c(=O)n(-c3ccc(C)cc3)c(=O)n1CC(=O)NCC1CCCO1)n2C (centres undefined)
1	CCOC(=O)N1CCC(NC(=O)c2cnn3c(C(F)(F)F)cc(-c4cccc(OC)c4)nc23)CC1
-2	O=C(N/N=C/c1ccc(O)cc1O)C1CC1
-5	CC1(C(=O)NS(=O)(=O)Cc2cccc(Cl)c2)CCN1C(=O)CC1CCCC1 (centres undefined)
-4	CCC(CC)C(=O)N(C)c1c(C)nc2c(OCc3cccc(Cl)c3)cccn12
-1	O=C(CSc1nc2[nH]ncc2c(=O)[nH]1)c1ccc(Cl)cc1
4	CC(C)C[C@@H]1COc2cc(N3CCCC3)ccc2S(=O)(=O)N1
-1	CC1(C(=O)NS(=O)(=O)c2ccc(Cl)cc2)CCN1C(=O)Cc1cccc2ccccc12 (centres undefined)
-3	C[C@H](CO)N1C[C@H](C)[C@H](CN(C)C(=O)c2ccccc2F)Oc2ncc(Br)cc2C1=O
9	COc1ccc(-c2ccc(N3C(c4cc(OC)cc(OC)c4)=Cc4ccc(OC)cc4C3CC(C)=O)cc2)cc1 (centres undefined)
-3	Cc1cc2nc(-c3ccc(C#N)cc3)c(Cc3ccsc3)n2c(C)c1Br
-4	O=S1(=O)CC(N2CCSCC2)CN1Cc1cn(Cc2ccc(Cl)cc2)nn1 (centres undefined)

Quoted from the entries so far for reference:
Wnt act	canonical_smiles
2	Cc1cccc(NC(=O)COC(=O)CN2C(=O)C3CCCCC3C2=O)c1C (centres undefined)
-1	Cc1[nH]c2ccccc2c1C(=O)CSc1nc2ccccc2c(=O)n1-c1ccccc1F
-2	COc1ccc2c(c1)c1c(c(=O)n(-c3ccc(C)cc3)c(=O)n1CC(=O)NCC1CCCO1)n2C (centres undefined)
1	CCOC(=O)N1CCC(NC(=O)c2cnn3c(C(F)(F)F)cc(-c4cccc(OC)c4)nc23)CC1
-2	O=C(N/N=C/c1ccc(O)cc1O)C1CC1
-5	CC1(C(=O)NS(=O)(=O)Cc2cccc(Cl)c2)CCN1C(=O)CC1CCCC1 (centres undefined)
-4	CCC(CC)C(=O)N(C)c1c(C)nc2c(OCc3cccc(Cl)c3)cccn12
-1	O=C(CSc1nc2[nH]ncc2c(=O)[nH]1)c1ccc(Cl)cc1
4	CC(C)C[C@@H]1COc2cc(N3CCCC3)ccc2S(=O)(=O)N1
-1	CC1(C(=O)NS(=O)(=O)c2ccc(Cl)cc2)CCN1C(=O)Cc1cccc2ccccc12 (centres undefined)
-3	C[C@H](CO)N1C[C@H](C)[C@H](CN(C)C(=O)c2ccccc2F)Oc2ncc(Br)cc2C1=O
9	COc1ccc(-c2ccc(N3C(c4cc(OC)cc(OC)c4)=Cc4ccc(OC)cc4C3CC(C)=O)cc2)cc1 (centres undefined)
-3	Cc1cc2nc(-c3ccc(C#N)cc3)c(Cc3ccsc3)n2c(C)c1Br
-4	O=S1(=O)CC(N2CCSCC2)CN1Cc1cn(Cc2ccc(Cl)cc2)nn1 (centres undefined)

Additional entries
Wnt act	canonical_smiles
-1	Cc1cc(O)cc(=O)n1-c1cccc(F)c1
0	CCCCCCn1c(COc2ccccc2F)nnc1SCC(=O)c1c(N)n(C)c(=O)n(C)c1=O
5	O=C(NC(c1ccccc1)c1ccsc1)C1CCN(Cc2ccc(Oc3ccccc3)cc2)CC1 (centres undefined)
-4	Cc1ccc(C(Nc2ccccc2)c2ccc3ccc(C)nc3c2O)c(C)c1 (centres undefined)
-3	C[C@H](c1ccccc1)N1C[C@H](COCc2ccccc2)Oc2cc(N3CC[C@@H](N(C)C)C3)ccc2S1(=O)=O
4	O=S(=O)(c1cccs1)N1CCCc2nc(-c3ccc(F)cc3)ccc21
-9	CC(=O)c1c(C)[nH]c(=S)c(C#N)c1-c1ccc(Cl)cc1
-4	COc1ccc(C(C)(C)C)cc1NC(=O)CN(C)C1=NS(=O)(=O)c2ccccc21
-1	CCOc1ccc(NC(=O)COC(=O)C2COc3ccccc3O2)cc1 (centres undefined)
-6	COC(=O)c1ccccc1S(=O)(=O)NC(=O)[C@H]1O[C@@H](n2ccc(=O)[nH]c2=O)[C@H](O)[C@@H]1O
